Compound activity from PubChem BioAssay.
RAD54 inh: inhibitors of human RAD54 branch migration. inhibition, % at 10.4 µM. Q92698. hit rate 0.14% among 360,000. RAD54 Holliday junction branch migration, FAM/BHQ fluorescence;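 active means mean normalized replicate activity at least 40 and at least half of replicates scoring 40 or more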;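 further: 0% = median of neutral control wells and 100% = median of positive control wells; inhibitors cause a drop in the FAM fluorescence signal; in these data hits start at about 50%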
Cneo AK release: Cryptococcus neoformans lysis via adenylate kinase release; C. neoformans lysis, adenylate kinase release luminescence, 4 h; normalised: neutral wells 0, clomiphene wells 100; lysis activity, % at 15 µM; hit rate 0.2% among 360,000; AID 651654;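 active means mean lysis activity across replicates of at least 80%, whatever share of replicates individually reach that level; inactive means mean lysis activity below 80%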
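Test system: log-phase Cryptococcus neoformans yeast cells; Quantity: yeast cell density of 5 × 10^6 cells/mL; Buffer or medium: YPD; Doses: single compound concentration per well; Timing: 4 h at 37 °C static, read 1 h later; Measured by: AK luminescence; Read-out basis: lysis from increased AK signal; Control set: Clomiphene as positive control.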
RAD52 inh: RAD52 (human) annealing inhibition; P43351; recombinant RAD52 DNA annealing, FRET fluorescence; inhibition, % at 18.7 µM; hit rate 0.46% among 360,000;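 active means every replicate showing at least 50% inhibition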
Target sequence (P43351 whole entry, looked up): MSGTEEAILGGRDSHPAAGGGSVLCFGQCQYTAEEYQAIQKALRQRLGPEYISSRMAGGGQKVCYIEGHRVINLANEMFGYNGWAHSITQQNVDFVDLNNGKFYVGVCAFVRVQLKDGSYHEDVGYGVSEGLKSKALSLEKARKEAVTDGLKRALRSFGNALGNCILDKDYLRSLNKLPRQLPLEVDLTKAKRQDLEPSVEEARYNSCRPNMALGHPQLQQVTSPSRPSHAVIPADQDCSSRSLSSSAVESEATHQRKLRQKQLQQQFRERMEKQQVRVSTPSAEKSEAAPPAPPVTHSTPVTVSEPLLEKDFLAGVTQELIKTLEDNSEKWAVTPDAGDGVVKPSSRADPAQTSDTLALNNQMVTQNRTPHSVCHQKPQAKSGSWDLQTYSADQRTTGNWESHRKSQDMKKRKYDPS
ERAP1 HTS inh: inhibitors of human ERAP1 aminopeptidase | recombinant ERAP1, Leu-AMC fluorescence, 60 min | Q9NZ08 | hit rate 0.15% among 340,000 | inhibition, % at 10.7 µM;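 active means mean replicate inhibition of at least 30%, or all replicates individually reaching that 30% level; inactive means mean below 30% and not every replicate reaching it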;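 further: 0% = neutral control wells and 100% = L-leucinethiol positive control wells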
E-sel inducer: E-selectin induction on HUVECs | P16581 | HUVEC E-selectin immunofluorescence imaging; normalized: neutral wells 0, TNF-alpha wells 100 | activation, % at 7.58 µM | hit rate 0.37% among 260,000 | AID 686992;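 active means mean E-selectin-positive cell signal at least 10% of the positive control, reached in at least 60% of replicates, without over 20% cell loss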;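 further: in these data hits start at about 27%; measured in HUVEC primary endothelial cells; signal is the percent of cells scored E-selectin positive by PE staining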
Target sequence (P16581 whole entry, looked up): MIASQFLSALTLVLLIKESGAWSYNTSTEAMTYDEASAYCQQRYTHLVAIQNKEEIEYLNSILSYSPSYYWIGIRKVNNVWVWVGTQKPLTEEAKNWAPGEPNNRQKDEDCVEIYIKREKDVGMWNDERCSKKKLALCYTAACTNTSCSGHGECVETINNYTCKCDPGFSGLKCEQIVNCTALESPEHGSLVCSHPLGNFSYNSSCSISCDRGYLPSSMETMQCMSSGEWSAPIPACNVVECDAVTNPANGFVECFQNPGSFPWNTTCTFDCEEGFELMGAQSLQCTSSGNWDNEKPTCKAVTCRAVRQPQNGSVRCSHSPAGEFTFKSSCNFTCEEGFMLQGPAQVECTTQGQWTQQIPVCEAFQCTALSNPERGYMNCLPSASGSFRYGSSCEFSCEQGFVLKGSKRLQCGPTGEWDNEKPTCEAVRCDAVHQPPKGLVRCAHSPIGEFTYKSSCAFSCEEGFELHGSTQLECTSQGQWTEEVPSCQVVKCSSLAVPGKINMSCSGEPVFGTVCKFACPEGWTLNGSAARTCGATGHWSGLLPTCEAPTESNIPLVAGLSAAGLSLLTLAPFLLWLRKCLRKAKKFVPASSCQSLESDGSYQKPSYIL
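Test system: HUVEC; input: 3,000 HUVEC/well; measured by: immunofluorescence imaging; read-out: % PE-positive cells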
miR-122 sensor: miR-122 inhibition in Huh7 cells | hit rate 0.3% among 340,000 | activation (reporter increase), % at 12.5 µM | Huh7 miR-122 Renilla luciferase sensor, 48 h; neutral wells = 0, positive control = 100;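 active means mean replicate activation score at least 90 and every replicate individually at or above 90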;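 further: higher luciferase means less miR-122 activity so hits act as miR-122 inhibitors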
PglD inh: PglD (C. jejuni) enzyme inhibition | purified PglD enzyme, DTNB colorimetric CoA detection | inhibition, % at 12.5 µM | hit rate 0.098% among 360,000; in the data active means inhibition above about 16%, passing the limit was not always enough; further: strong numbers were not always called active
PGC1a acetyl inh: lowers PGC1a acetylation signal in U2OS cells. AlphaScreen anti-acetyl-lysine; with virally co-expressed GCN5 acetyltransferase. inhibition, % at 15.6 µM. hit rate 0.17% among 350,000. AID 651687;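 active means every replicate shows inhibition of at least 40%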;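 further: 0% = neutral control wells and 100% = positive control wells; some results beyond the cut were filed as inactive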
An asterisk follows results filed as active; . = not tested or not shown; [ ] = another dose, or the depositor's remark.

Molecule,RAD54 inh,Cneo AK release,RAD52 inh,ERAP1 HTS inh,E-sel inducer,miR-122 sensor,PglD inh,PGC1a acetyl inh
C[C@H](CO)N1C[C@H](C)[C@H](CN(C)C(=O)CN(C)C)Oc2cc(C#CC3CC3)ccc2S1(=O)=O,14,-2,0,0,0.2,-4[16.7 µM],-3,-7
CCc1ccc(CN2CCCC(CCC(=O)N3CCN(c4ccccn4)CC3)C2)o1 (stereo not given),0,0,-8,0,0.0,1,3,6
CCN(CC)C(=O)c1ccc(Oc2ccc([N+](=O)[O-])cc2Cl)cc1,5,0,-12,7,.,-7,0,.
C[C@@H]1CCCCO[C@@H](CN(C)S(=O)(=O)c2cccs2)[C@H](C)CN([C@@H](C)CO)C(=O)c2cc(NC(=O)CCC(F)(F)F)ccc2O1,-5,98*,-34,3,-0.3,47[16.7 µM],6,6
Clc1ccc(-n2ncc3c(NCc4ccc5c(c4)OCO5)ncnc32)cc1,0,1,.,.,.,-7,1,4
COc1cc(NC(=O)C2CC(c3ccccc3O)=NO2)c(OC)cc1Cl (stereo not given),-16,0,-5,-3,.,-4,-5,1
COc1ccc(NC(=O)CN(C)CC(=O)NC2CCCCC2C)cc1 (stereo not given),-9,4,-13,-3,0.1,-4,2,2
COc1ccc(N2CCN(C(=O)CN(c3ccccc3)S(=O)(=O)c3ccc(OC)cc3)CC2)cc1,-3,0,.,.,.,6,2,.
Cc1ccc(C)c(S(=O)(=O)N2CCCCC2CCNC(=O)C(=O)NCc2cccnc2)c1 (stereo not given),-6,-1,-8,3,.,-11,-1,-4
CC1CCC(C(=O)c2c(O)c3ccccc3oc2=O)CC1 (stereo not given),-9,4,.,.,.,5,1,0
CNC[C@H]1Oc2ccc(NS(=O)(=O)c3c(C)noc3C)cc2CC(=O)N([C@@H](C)CO)C[C@@H]1C,-1,-1,-8,0,0.1,4[16.7 µM],0,5
CCOC(=O)C1(Cc2ccccc2)CCCN(C2CCCC2)C1 (stereo not given),.,.,-3,2,1.0,-2,.,-16
CC(C)C(NC(=O)c1ccccc1)C(=O)OCC(=O)N1CCN(c2ccccc2)CC1 (stereo not given),-7,0,3,1,.,-2,2,-4
C=CCN(CC=C)Cc1cc(=O)oc2cc(OC)c(Cl)cc12,1,-3,-23,1,.,-3,-6,-10
COC(=O)c1ccccc1NC(=O)CSc1nnc(-c2cccnc2)n1C,-16,1,.,.,.,-6,0,3
CCOc1ccc(N(Cc2cc3cc(OC)ccc3[nH]c2=O)S(C)(=O)=O)cc1,-12,9,.,.,.,-5,-6,.

Two of these compounds, set out differently:
SMILES: Cc1ccc(C)c(S(=O)(=O)N2CCCCC2CCNC(=O)C(=O)NCc2cccnc2)c1 (stereo not given)
  RAD54 inh = -6
  Cneo AK release = -1
  RAD52 inh = -8
  ERAP1 HTS inh = 3
  E-sel inducer = .
  miR-122 sensor = -11
  PglD inh = -1
  PGC1a acetyl inh = -4

SMILES: CNC[C@H]1Oc2ccc(NS(=O)(=O)c3c(C)noc3C)cc2CC(=O)N([C@@H](C)CO)C[C@@H]1C
  RAD54 inh = -1
  Cneo AK release = -1
  RAD52 inh = -8
  ERAP1 HTS inh = 0
  E-sel inducer = 0.1
  miR-122 sensor = 4[16.7 µM]
  PglD inh = 0
  PGC1a acetyl inh = 5

(list continues)
Molecule,RAD54 inh,Cneo AK release,RAD52 inh,ERAP1 HTS inh,E-sel inducer,miR-122 sensor,PglD inh,PGC1a acetyl inh
CCOc1ccc(NC(=O)N2CCC(NC(=O)C(Cc3cccc(F)c3)NC(C)=O)CC2)cc1 (stereo not given),5,-2,-7,1,.,0,-1,.
COc1c(C)c2c(c(O)c1C/C=C(\C)CCC(=O)O)C(=O)OC2,-3,2,-15,-5,.,-6,-1,29
CCOC(=O)N1CCC(=NNc2nc(C)cc(=O)[nH]2)CC1,4,1,-44,0,.,-1,4,4
Cn1c(N)c(Sc2ccccc2[N+](=O)[O-])c(=O)n(C)c1=O,.,.,-20,-6,-0.1,-4,.,-6
Cc1ccc(OCCCC(=O)Nc2nccs2)cc1,-9,0,.,.,.,0,8,-2
C[C@@H]1CN([C@H](C)CO)C(=O)c2cccc(NS(=O)(=O)c3ccccc3)c2O[C@@H]1CN(C)Cc1ccncc1,3,-4,-9,-2,-0.2,-7[16.7 µM],-2,3
O=c1c2c(nc3cc(-c4ccccc4)[nH]n13)CCC2,-8,-3,.,.,.,9,4,-1
Cc1nc(COC(=O)c2ccc(S(=O)(=O)N3CCCC3)cc2)cs1,11,-14,.,.,.,-4,-12,0
O=C(Cn1cnc2ccccc2c1=O)Nc1nnc(C2CC2)s1,3,1,.,.,-0.1,0,-2,.
CCOC(=O)C1(CC2CC2)CCN(C(=O)c2cc(C)nc3ccc(CC)cc23)CC1,.,.,7,1,4.1,-2,.,-12
Cc1c(Cc2ccccc2)c(=O)oc2cc(OCC(=O)NCc3ccccn3)ccc12,8,2,-9,-2,.,-3,1,10
O=C(C[C@@H]1CC[C@H]2[C@@H](COC[C@H](O)CN2C(=O)c2ccncc2)O1)NC1Cc2ccccc2C1,3,2,0,4,0.0,8[16.7 µM],-2,1
Cc1cccc(C(=O)OC(C)C(=O)N2CCc3ccccc3C2)c1C (stereo not given),-1,-1,0,-1,-1.3,.,6,.
COc1ccc(-n2ncc3c(N4CCN(Cc5ccccc5)CC4)ncnc32)cc1,9,7,-15,-1,0.7,0,-4,11
CCC(=O)N(C)C[C@H]1Oc2ncc(C#Cc3cccnc3)cc2C(=O)N([C@H](C)CO)C[C@H]1C,-2,3,10,1,-0.1,-4[16.7 µM],2,4
COc1ccc(NC(=O)C2CCCN2S(=O)(=O)c2ccc3c(c2)CCC(=O)N3)cc1Cl (stereo not given),-8,-3,-5,-1,0.0,-2,7,1
Cc1ccc(S(=O)(=O)N2CCN(C(=O)CCNC(=O)c3ccccc3Cl)CC2)cc1,0,-3,-3,-2,1.6,-2,10,-2
COc1ccc(CCNCc2ccc(OCc3ccccc3)cc2)cc1,4,1,-9,-1,0.7,-6,0,0
N#Cc1c(-c2ccccc2)c(-c2ccccc2)n[nH]c1=O,6,-3,2,1,0.8,-4,2,.
COCCn1c(SCC(=O)Nc2ccccc2OC)nc2ccccc21,.,.,-14,2,-0.4,.,.,-4
Cc1ccc(C23CC4CC(CC(C(=O)NCC(=O)O)(C4)C2)C3)cc1,7,2,10,-2,-0.1,-2,0,4
CCOC(=O)c1oc2ccc(S(=O)(=O)n3nc(-c4ccc(C)cc4)cc3N)cc2c1C,-6,1,-15,.,1.1,-2,2,-4
COc1ccc(CN(C)C[C@@H]2Oc3c(NC(=O)Nc4cccc5ccccc45)cccc3C(=O)N([C@H](C)CO)C[C@@H]2C)cc1,-3,0,-4,-2,0.2,8[16.7 µM],-3,-2
COc1ccccc1C(O)P(=O)(OCC(C)C)c1ccc(N(C)C)cc1 (stereo not given),-7,-1,-12,1,0.5,3,-1,.

The closing 2 compounds of the section above are carried over, then new ones follow.
Molecule,RAD54 inh,Cneo AK release,RAD52 inh,ERAP1 HTS inh,E-sel inducer,miR-122 sensor,PglD inh,PGC1a acetyl inh
COc1ccc(CN(C)C[C@@H]2Oc3c(NC(=O)Nc4cccc5ccccc45)cccc3C(=O)N([C@H](C)CO)C[C@@H]2C)cc1,-3,0,-4,-2,0.2,8[16.7 µM],-3,-2
COc1ccccc1C(O)P(=O)(OCC(C)C)c1ccc(N(C)C)cc1 (stereo not given),-7,-1,-12,1,0.5,3,-1,.
CCOC(=O)c1ccc(NC(=O)N(CC)CC)cc1,-12,7,.,.,.,6,-4,-6
O=C(O)CSCC(=O)Nc1cccc(C(F)(F)F)c1,-2,6,-8,-6,.,-3,-9,7
O=C1NC2(CCc3ccccc3C2)C(=O)N1CCOc1cccc(Cl)c1 (stereo not given),5,2,.,.,.,-4,-4,-2
O=C1CC(SCc2nc3ccccc3[nH]2)C(=O)N1c1ccc(F)c(Cl)c1 (stereo not given),3,1,.,.,.,2,0,-4
CC1CC1C(=O)OCC(=O)Nc1ccc2[nH]c(=O)[nH]c2c1 (stereo not given),.,.,-17,0,.,7,.,6
CC(C)C1Cc2[nH]c(=S)[nH]c(=O)c2C(c2ccc(F)cc2)O1 (stereo not given),4,0,-6,0,.,-2,-3,3
CCOC(=O)C1=CN(Cc2cccc(F)c2)S(=O)(=O)NC1c1ccc2ccccc2c1 (stereo not given),-7,1,-15,1,0.2,11,-1,-2
NC(=O)c1ccsc1NC(=O)c1ccc2c(c1)CCCC2,2,-8,-31,4,0.4,6,-2,-9
CC(=O)N1CCN(C(=O)CCc2cc(C(C)(C)C)c(O)c(C(C)(C)C)c2)CC1,3,6,-16,-1,.,3,0,-1
CN1CCCCN2[C@H](CO)[C@H](c3ccc(C#Cc4ccccc4F)cc3)[C@H]2C1,17,1,69*,3,-0.3,7[16.7 µM],-5,-9
Cc1ccc2oc(=O)c3cc(C(=O)NCCCN4CCCCCC4)sc3c2c1,24,0,6,0,.,3,-6,-5
Cc1cc(NC(=O)CSc2nnc(NC(=O)C3CC(=O)N(c4ccccc4C)C3)s2)no1 (stereo not given),12,-1,-25,0,-0.2,-5,3,16
CCCn1c(C(CO)Nc2nc(-c3cccc(Br)c3)cs2)nc2ccccc21 (stereo not given),8,-3,-29,2,0.1,-2,-7,.
C[C@H](CO)N1C[C@H](C)[C@H](CN(C)C)Oc2ccc(NC(=O)Cn3cnnn3)cc2C1=O,-13,-2,-6,-2,.,-2[16.7 µM],15,3
Cc1ccc(S(=O)(=O)NC(CC(=O)N2CCOCC2)c2ccco2)cc1 (stereo not given),0,-1,.,.,.,16,3,13
C[C@@H]1CCCCO[C@@H](CN(C)Cc2ccc3c(c2)OCO3)[C@H](C)CN([C@H](C)CO)C(=O)c2cc(NC(=O)C3CCCCC3)ccc2O1,-5,6,13,-3,0.0,15[16.7 µM],-4,.
CCNC(=O)COc1ccc(-c2ccccc2)cc1,8,0,.,.,.,-3,11,3
COc1cccc(C(=O)NNC(=O)Cc2ccc(Cl)cc2)c1,0,1,-5,-2,-0.2,2,9,.
COc1ccc(S(=O)(=O)N2CCCCC2)cc1NC(=O)Cc1ccc(Br)cc1,8,0,10,1,0.0,15,3,10
CCCc1nnc(NC(=O)COC(=O)c2cc(C)nc3ccccc23)s1,5,1,-6,13,.,.,7,29
CCc1cccc(C)c1NC(=O)c1ccc2nc(N3CCOCC3)sc2c1,-2,-1,-40,.,0.0,-5,-6,-8
CCOC(=O)C1CCCN(CCC(=O)Nc2ccc3c(c2)CCC3)C1 (stereo not given),-4,0,-12,1,.,.,1,0
Cc1ccc2c(N)c(C)ccc2c1,-1,-1,.,.,.,-2,-23,13
CN(C(=O)COC(=O)c1cc([N+](=O)[O-])ccc1Cl)c1ccccc1,19,5,12,0,.,-3,1,.
O=C(CSc1ncccc1-c1nc2ccccc2[nH]1)N1CCCCC1,-8,3,-8,-3,.,4,-5,-3
COc1ccc(NC(=O)Nc2ccc3c(c2)C(=O)N([C@H](C)CO)C[C@H](C)[C@H](CN(C)CC2CC2)OCCCC[C@@H](C)O3)cc1,0,1,37,-1,.,2[16.7 µM],-4,-4
CN1CCN(CC(O)COc2ccc(C34CC5CC(CC(C5)C3)C4)cc2)CC1 (stereo not given),26,0,56*,26,11,.,2,.
O=C(C[C@H]1CC[C@@H](NC(=O)NC2CCCCC2)[C@@H](CO)O1)NCc1ccc(F)cc1,1,6,4,0,-0.1,3[16.7 µM],6,0
COc1cc(OC)cc(C(=O)OCC(=O)Nc2nnc(-c3ccccc3)o2)c1,3,3,-5,-1,-1.9,-7,0,-1
O=C(Cn1nnc(-c2ccccc2F)n1)Nc1ccc2c(c1)OCCO2,3,4,-1,0,.,2,-5,-4
